Source: PubChem
Tat transport: E. coli Tat export inhibitors, primary screen, MC4100, TorA-mCherry reporter, fluorescence, single point | inhibition, % at 10 µM | 340,000 compounds, 0.036% hits | AID 488895, 2010;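 active means mean replicate inhibition at least 50% and at least half of replicates individually reaching 50%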;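 further: exported cargo escapes ClpAP degradation while cytoplasmic cargo is degraded and loses fluorescence; 0% = median of neutral control wells and 100% = median of NaSCN control wells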
SUMO Mot1 rescue: yeast Mot1-301 growth rescue at high temperature, primary screen, SUMOylation pathway inhibitor project, S. cerevisiae, ATP luminescence, 38.5C; S. cerevisiae Mot1-301 growth rescue; percent above DMSO median, 100 means doubled; growth rescue, % at 18.8 µM; 320,000 compounds, 1% hits;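 active means every valid replicate shows activation above 250% relative to neutral control wells; inactive means the rest, any valid replicate at or below 250%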;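 further: OY570 slx delta 5 strain wells were the positive control but not used for scaling; some compounds called inactive have numbers as strong as hits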
DAGLB inh: DAGLB lipase inhibitors, primary screen, biochemical, fluorescence, HTS. inhibition, % at 5.17 µM. Diacylglycerol lipase-beta (Homo sapiens), Q8NCG7. 340,000 compounds, 0.059% hits. HEK293T DAGLB membrane lysate, EnzChek fluorogenic substrate. AID 504411, 2011; in the data active means inhibition above about 34%;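 further: 0% = enzyme with vehicle and 100% = wells lacking enzyme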
Target sequence (Q8NCG7 whole entry, looked up): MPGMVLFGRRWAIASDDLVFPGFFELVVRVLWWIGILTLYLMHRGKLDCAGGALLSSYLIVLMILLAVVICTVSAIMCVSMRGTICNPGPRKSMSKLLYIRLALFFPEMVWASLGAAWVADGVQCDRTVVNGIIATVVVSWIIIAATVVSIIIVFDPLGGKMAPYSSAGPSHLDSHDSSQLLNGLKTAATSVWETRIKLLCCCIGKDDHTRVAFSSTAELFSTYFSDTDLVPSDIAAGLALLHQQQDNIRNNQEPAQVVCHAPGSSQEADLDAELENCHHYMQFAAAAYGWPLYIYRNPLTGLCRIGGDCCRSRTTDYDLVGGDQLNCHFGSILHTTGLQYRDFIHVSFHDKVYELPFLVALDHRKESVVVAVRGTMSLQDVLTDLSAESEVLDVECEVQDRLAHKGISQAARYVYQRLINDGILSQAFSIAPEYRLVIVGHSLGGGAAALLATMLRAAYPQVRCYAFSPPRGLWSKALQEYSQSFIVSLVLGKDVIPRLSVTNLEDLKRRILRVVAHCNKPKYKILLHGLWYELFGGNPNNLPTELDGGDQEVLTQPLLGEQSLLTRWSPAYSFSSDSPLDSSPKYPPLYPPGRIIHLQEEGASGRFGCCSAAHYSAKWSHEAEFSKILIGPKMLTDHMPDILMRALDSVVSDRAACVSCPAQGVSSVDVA
PKA-R2B act: activators of PKA-R2B holoenzyme, primary screen, biochemical, fluorescence polarization, Cy5-IP20, human; cAMP-dependent protein kinase catalytic subunit beta (Homo sapiens) + cAMP-dependent …; PKA-R2B holoenzyme dissociation; R2B truncated from residue 108, S112A mutant; 0% DMSO only, 100% 113 µM cGMP; activation, % at 11.4 µM; 340,000 compounds, 0.079% hits; AID 504700, 2011;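 active means activation above a cutoff set at the mean over all compounds plus 3 SD, cut at about 18% in these data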;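 further: higher means more holoenzyme dissociation and a rise in polarization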
CDK5 p35 inh: inhibitors of human CDK5/p35 kinase, primary screen, biochemical, single concentration; Cyclin-dependent kinase 5 (Homo sapiens) + Cyclin-dependent kinase 5 activator 1 (Homo …; Recombinant CDK5/p35, ADP-Glo luminescence, 60 min; inhibition, % at 10 µM; 330,000 compounds, 0.01% hits; AID 488839, 2010;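 active means highest replicate inhibition of at least 50% and at least 75% of replicates reaching 50%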;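 further: plate controls were DMSO neutral control for no effect and GW8510 at 10 µM for full effect; many of its hits are not listed in these tables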
Ecoli viability: E. coli V3065 growth inhibition, primary screen, counter-screen for AddAB inhibitor project, absorbance, OD600 | AID 449728, 2010 | inhibition, % at 11.9 µM | 330,000 compounds, 0.27% hits | 18 h;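 active means inhibition above the campaign's mean inhibition across all tested compounds plus 3 SD, cut at about 9.9% in these data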;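 further: uninfected addAB+ strain grown without phage in ampicillin broth; 0% = DMSO wells and 100% = ciprofloxacin 0.95 µg/ml wells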
phage Ecoli inh: growth loss of phage-infected E. coli, primary screen, RecBCD inhibitor project, absorbance, with phage, HTS; 360,000 compounds, 0.26% hits; AID 651602, 2012; inhibition, % at 11.9 µM; in the data active means inhibition above about 11%
HTR5A ag ctr: HTR5A agonists in luminescence cell assay, primary screen, counter-screen for OPRM1-OPRD1 heterodimer agonist project, full-deck HTS; 340,000 compounds, 0.61% hits; cell-based; activation, % at 9.3 µM; 5-hydroxytryptamine receptor 5A (Homo sapiens), P47898; AID 504692, 2011; in the data active means activation mostly above about 9.5%, no sharp cut-off; inactive means mostly below about 7.6%;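 further: 0% = cells with vehicle only and 100% = reference agonist; strong numbers were not always called active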
Target sequence (P47898 whole entry, looked up): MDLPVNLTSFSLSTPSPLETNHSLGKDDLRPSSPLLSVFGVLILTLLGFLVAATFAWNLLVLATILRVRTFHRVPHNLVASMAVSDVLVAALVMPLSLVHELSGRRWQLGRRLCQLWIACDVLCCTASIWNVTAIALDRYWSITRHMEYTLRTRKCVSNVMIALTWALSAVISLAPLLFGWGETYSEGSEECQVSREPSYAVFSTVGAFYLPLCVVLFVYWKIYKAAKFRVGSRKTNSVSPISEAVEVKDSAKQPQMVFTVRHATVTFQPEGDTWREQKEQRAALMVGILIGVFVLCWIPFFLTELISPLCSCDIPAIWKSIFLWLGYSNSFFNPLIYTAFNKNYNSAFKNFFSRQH
PKA-R1A activ: activators of PKA-R1A holoenzyme, primary screen, biochemical, fluorescence polarization, Cy5-IP20, bovine R1A, mouse PKAc. cAMP-dependent protein kinase type I-alpha regulatory subunit (Bos taurus) + …. PKA-R1A dissociation; scaled: DMSO 0%, 113 µM cGMP 100%. activation, % at 11.4 µM. 340,000 compounds, 0.083% hits. AID 504707, 2011;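 active means percent activation above the mean of all tested compounds plus 3 SD, cut at about 19% in these data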;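 further: higher means more PKAc released from R1A so a rise in polarization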
HTR5A inv ctr: HTR5A inverse agonists in luminescence cell assay, primary screen, counter-screen for OPRM1-OPRD1 heterodimer inverse agonist project, full-deck HTS. 5-hydroxytryptamine receptor 5A (Homo sapiens), P47898. HTR5A cell line, inverse agonism. inhibition, % at 9.3 µM. 340,000 compounds, 0.083% hits. AID 504634, 2011; in the data active means inhibition mostly above about 23%, no sharp cut-off; inactive means mostly below about 18%;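 further: 0% = cells with DMSO and 100% = no-cell wells with DMSO; some compounds called inactive have numbers as strong as hits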
AddAB inh: growth inhibition of E. coli expressing H. pylori AddAB, primary screen, AddAB inhibitor project, absorbance; AID 435030, 2010; 330,000 compounds, 0.29% hits; inhibition, % at 11.9 µM; in the data active means inhibition above about 12%;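 further: 0% = vehicle wells of infected cells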
* = called active by the depositor; x = no result given.

Under each structure – Tat transport, SUMO Mot1 rescue, DAGLB inh, PKA-R2B act, CDK5 p35 inh, Ecoli viability, phage Ecoli inh, HTR5A ag ctr, PKA-R1A activ, HTR5A inv ctr, AddAB inh
> Cc1ccc(OCC(=O)NC(C)c2ccccc2)cc1C (stereo unspecified)
  3, -7, -1, -7, -0.2, 1.1, -0.3, 0, -7, 0, 1.4
> COc1ccc(CCN2CC(C(=O)N(C)Cc3cccnc3)CC2=O)cc1OC (stereo unspecified)
  -4, 11, 0, 12, 1.4, 0.2, 6.3, 5, 6, 19, 1.3
> COc1ccc(CC(=O)NCc2ccc(F)cc2)cc1S(=O)(=O)N1CCOCC1
  5, -16, 0, 2, -0.4, -1.1, 2.0, -1, -7, -22, 3.9
> C=CCCC(=O)N1CCCC(Cc2cccc(Cl)c2)(C(=O)OCC)C1 (stereo unspecified)
  8, 14, -6, -11, 1.3, 0.3, 0.6, 5, -17, -24, 3.2
> COc1ccc(OCC(O)CNC(=O)c2sccc2Cl)cc1 (stereo unspecified)
  -25, -5, -2, -12, -1.1, 1.0, 2.3, 1, 2, 18, 1.1
> Oc1ccc(Cl)cc1N=Nc1ccccc1
  -2, 9, 0, 4, -1.2, -0.3, 2.6, 1, -7, -3, 0.2
> COc1cc(C2C(C(=O)c3cccs3)=C(O)C(=O)N2c2cc(C)on2)ccc1O (stereo unspecified)
  -8, 0, 4, -8, 1.7, -1.7, 0.5, -2, 3, -21, 1.1
> Cc1cccc(OCCNC(=O)c2cc(-n3cnnc3)ccc2Cl)c1
  3, 12, 0, -14, 0.0, -1.7, -2.0, 0, 0, 0, 3.4
> Cc1ccccc1-n1c(SC(C)C(N)=O)nnc1-c1cccnc1 (stereo unspecified)
  1, -6, 3, -3, -1.2, 0.4, 0.9, -2, 1, 1, -0.9
> CCOC(=O)C1CCCN(C(=O)CSc2nc(C)cc(C)n2)C1 (stereo unspecified)
  -5, -2, -2, -4, 0.1, -1.8, -0.7, 0, -1, 1, -1.5

More records:
Under each structure – Tat transport, SUMO Mot1 rescue, DAGLB inh, PKA-R2B act, CDK5 p35 inh, Ecoli viability, phage Ecoli inh, HTR5A ag ctr, PKA-R1A activ, HTR5A inv ctr, AddAB inh
> COc1ccc(/C=C/C(=O)OC2CCCCC2CN(C)C)cc1 (stereo unspecified)
  5, -8, 1, -4, 1.7, -1.7, 1.9, 3, -13, -8, 0.6
> CSc1ccc(S(=O)(=O)Nc2ccc(F)cc2)cc1
  -7, 116, -2, 3, 2.0, 1.8, 1.9, 8, -8, -22, 2.3
> Cc1nc(N)sc1N=Nc1ccc(F)cc1
  6, 63, 8, -5, 1.7, -0.4, 4.2, 2, -2, -13, 0.5
> CCCCNc1c([N+](=O)[O-])ncn1C
  -9, -8, x, x, -0.1, 0.2, 2.0, x, x, x, 4.0
> COc1ccc(Br)cc1CSC(=N)N
  -2, -15, -1, -16, 0.9, 1.8, 4.0, -3, 5, 8, 2.7
> COc1ccc(N(CC(=O)NCCSCc2ccc(C)cc2)S(=O)(=O)c2ccccc2)cc1
  14, -12, -4, 11, -2.0, 0.5, 3.3, 0, 0, 9, -1.0
> O=C(O)c1cccc(N/N=C/c2cc(Br)cc(Br)c2O)c1
  6, 124, 9, -9, 0.2, 0.8, 6.5, 2, -11, -6, 4.2
> CCN(CC(=O)Nc1ccc(NC(C)=O)cc1)C(=O)CCCOc1cccc(C)c1
  -2, -2, 0, -5, 0.6, 1.3, -2.4, -4, 8, 13, 1.0
> CN(C(=O)c1cccc(NC(=O)Cc2ccc(NC(=O)C3CCN(C(=O)CCc4ccccc4)CC3)cc2)c1)C1CC1
  5, x, -2, 0, -4.6, x, 2.0, -1, -2, 2, x
> O=C(NC12CC3CC(CC(C3)C1)C2)N1CCCC(CO)C1 (stereo unspecified)
  1, -14, -3, -5, -0.4, -2.1, 0.6, 3, -18, 1, 3.1

Continuation:
Under each structure – Tat transport, SUMO Mot1 rescue, DAGLB inh, PKA-R2B act, CDK5 p35 inh, Ecoli viability, phage Ecoli inh, HTR5A ag ctr, PKA-R1A activ, HTR5A inv ctr, AddAB inh
> O=C(Nc1ccc(Nc2ccccc2)cc1)c1ccc(Cl)c([N+](=O)[O-])c1
  -2, 90, 5, -1, -0.4, 0.5, 2.4, -1, -5, 3, 5.7
> CSc1nc2sc3c(c2c(=O)[nH]1)CCC3
  -5, 12, 3, -14, -2.0, 0.5, 4.2, 2, 10, 28, 1.8
> O=[N+]([O-])c1ccc(Cl)c(S(=O)(=O)Nc2ccc(S(=O)(=O)N3CCOCC3)cc2)c1
  -3, -4, 0, -6, 0.6, 0.1, 1.7, 10, -2, -26, 1.5
> CCCCc1cc(=O)oc2cc(C)cc(OC(C)C(=O)NCc3cccnc3)c12 (stereo unspecified)
  1, -8, -1, 0, 0.9, -3.8, 1.9, 1, 9, 24, 3.9
> N#Cc1c(-c2ccco2)cc(-c2cccnc2)nc1N
  1, 675*, 1, -4, 1.3, -1.2, 1.0, -4, -10, 6, 1.6
> CS(=O)(=O)N1CCN(C(=O)c2ccc(F)cc2)CC1
  -3, 24, 2, 11, 0.6, -0.4, 0.8, -3, 8, 2, 0.7
> CC(C)CCC(C(=O)NC(C)c1ccccc1)C(=O)NC(C)c1ccccc1 (stereo unspecified)
  -17, -1, -1, -13, 0.3, -1.7, 3.1, -3, -5, 10, -1.3
> O=S(=O)(NCCOc1ccccc1)c1ccc2ccccc2c1
  -7, -8, -4, -2, -3.3, 0.8, 0.2, 3, 1, -8, -0.5
> C#CCN(C(=O)c1cc(COc2cccc(C(F)(F)F)c2)on1)C1CCCCC1
  17, -4, -6, 3, -0.1, -1.0, 3.5, 4, -4, 13, 0.6
> CC(C)(C)NC(=O)N1CCN(c2ncccc2C(F)(F)F)CC1
  -2, -1, -4, 3, -1.3, -2.0, 4.1, -6, -6, -16, 0.4

Continued.
Under each structure – Tat transport, SUMO Mot1 rescue, DAGLB inh, PKA-R2B act, CDK5 p35 inh, Ecoli viability, phage Ecoli inh, HTR5A ag ctr, PKA-R1A activ, HTR5A inv ctr, AddAB inh
> Cc1oc2cc3oc(=O)ccc3cc2c1C
  -9, 4, -1, 0, 0.9, -1.8, 2.3, -1, -4, 5, -0.9
> CCN(CC(=O)Nc1c(F)cccc1F)C(=O)c1ccc(-n2cncn2)c([N+](=O)[O-])c1
  8, 4, -1, 3, 0.1, -1.9, 0.4, -2, 8, 15, 0.2
> c1ccc(CNc2ccccn2)cc1
  10, 8, 2, -9, -3.8, 3.6, 0.5, -1, -7, 4, 5.3
> Cc1ccc(NC(=O)c2cc(NC(=O)c3ccco3)ccc2N2CCOCC2)cc1
  -1, -1, -3, -7, -0.5, 1.1, 2.3, 1, -7, -2, 0.8
> O=C(NCCc1ccccc1)c1oc2ccccc2c1COc1ccccc1
  8, -4, -19, -5, x, 1.5, 3.1, 5, -12, -1, 5.9
> CC(=O)c1ccc(-n2nnnc2SCC(=O)Nc2cccc(NC(=O)c3ccco3)c2)cc1
  -9, -4, -8, -2, -3.9, -2.6, 2.5, 1, 0, -4, -2.9
> CC(=O)NNC(=O)c1[nH]c2ccc(Cl)cc2c1-c1ccccc1
  -1, 11, 1, -3, 1.3, 2.8, -2.4, -3, -5, -10, 1.5
> O=C(CN1C(=O)/C(=C2\SC(=S)N(C3CCS(=O)(=O)C3)C2=O)c2ccccc21)Nc1ccccc1 (stereo unspecified)
  -5, -16, -2, -9, 2.1, -2.1, 3.4, 5, -3, -1, 0.7
> CC(C)[C@H](NC(=O)CCCn1nnc2ccccc2c1=O)C(=O)O
  -4, -10, -1, -2, 0.1, 2.7, 2.3, -3, -8, 8, 3.6
> CCOC(=O)N1CCN(C(=O)CSc2ncnc3ccccc23)CC1
  1, 20, -2, 4, 0.2, -3.3, 1.9, 7, -4, -20, 1.2

Later entries.
Under each structure – Tat transport, SUMO Mot1 rescue, DAGLB inh, PKA-R2B act, CDK5 p35 inh, Ecoli viability, phage Ecoli inh, HTR5A ag ctr, PKA-R1A activ, HTR5A inv ctr, AddAB inh
> O=C1Nc2c(ccc(Cl)c2Cl)C(=O)C1(F)c1ccccc1 (stereo unspecified)
  -4, 3, 1, 3, -2.9, 0.6, 3.5, 4, -3, -11, 1.3
> Cc1cccc(OCc2nnc(SCC(=O)Nc3ccc(C)c(Cl)c3)o2)c1
  -6, -22, -11, -10, -1.0, -0.4, 0.6, 8, 12, 2, 2.9
> O=C1CCC(C(=O)Nc2ccccc2N2CCOCC2)=NN1
  -2, -7, -8, 1, 2.6, -2.3, 3.9, 1, 4, -32, -2.1
> COc1ccc(-c2ccc(C)cc2)cc1[C@H]1[C@H]2C=CC[C@@H](C)[C@@H]2C(=O)N1Cc1ccccc1
  7, -3, -1, -7, -0.7, 0.1, 1.2, -1, 6, 3, -2.1
> CCOC(=O)/C(N=Nc1ccc2c(c1)OCO2)=C(\C)O
  7, -5, 0, 0, -0.6, -1.0, 2.0, -1, -3, 4, 2.8
> Cc1cc(C(=O)NNc2c(Cl)cccc2Cl)no1
  -3, -6, -1, 0, 1.7, -0.5, 0.7, 2, -3, -20, 0.0
> N#CC1=C(N)Oc2[nH]c(=S)[nH]c(=O)c2C12C(=O)Nc1ccccc12 (stereo unspecified)
  9, -12, -1, -11, -15, 0.6, 4.0, -17, -7, -17, 7.6
> Cc1cc(C)c(S(=O)(=O)N2CCN(C(=O)N3CCOCC3)CC2)c(C)c1
  7, -12, -1, 4, -0.7, -1.9, -0.6, 6, -5, -20, -0.8
> COc1cc(/C=N/NC(=S)NCCN2CCOCC2)cc(OC)c1OC
  -1, 0, 2, -1, 0.5, -2.6, 0.6, 1, -8, 20, -0.5
> Clc1cccc(-c2ccc(CNCCCN3CCOCC3)o2)c1
  2, 1, -2, -7, 1.8, -1.3, 2.5, -1, 8, 2, 2.4
> O=[N+]([O-])c1ccc(CSc2ccc(S(=O)(=O)N3CCCCCC3)cn2)cc1
  1, x, -9, -7, 1.6, x, 2.1, -5, -14, 13, x
> COC(=O)COc1ccc(NC(=O)C(c2ccccc2)c2ccccc2)cc1
  10, -27, -1, 0, 1.7, -0.7, 1.6, 4, -19, -16, -1.3
